# CHT PAM: CHT positive allosteric modulators, primary screen, cell-based, membrane potential dye, choline EC20; High affinity choline transporter 1 (Homo sapiens), Q9GZV3; CHT-expressing cells; stronger effect = higher value; LV-AA mutant CHT in HEK293 cells; B-score at 10 µM; actives 0.49% (n = 310,000); AID 488977, 2010;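 active = initial fluorescence not abnormally high and integrated response B-score, plate-corrected, over 3 SD above library mean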
# Target sequence (Q9GZV3 whole entry, looked up): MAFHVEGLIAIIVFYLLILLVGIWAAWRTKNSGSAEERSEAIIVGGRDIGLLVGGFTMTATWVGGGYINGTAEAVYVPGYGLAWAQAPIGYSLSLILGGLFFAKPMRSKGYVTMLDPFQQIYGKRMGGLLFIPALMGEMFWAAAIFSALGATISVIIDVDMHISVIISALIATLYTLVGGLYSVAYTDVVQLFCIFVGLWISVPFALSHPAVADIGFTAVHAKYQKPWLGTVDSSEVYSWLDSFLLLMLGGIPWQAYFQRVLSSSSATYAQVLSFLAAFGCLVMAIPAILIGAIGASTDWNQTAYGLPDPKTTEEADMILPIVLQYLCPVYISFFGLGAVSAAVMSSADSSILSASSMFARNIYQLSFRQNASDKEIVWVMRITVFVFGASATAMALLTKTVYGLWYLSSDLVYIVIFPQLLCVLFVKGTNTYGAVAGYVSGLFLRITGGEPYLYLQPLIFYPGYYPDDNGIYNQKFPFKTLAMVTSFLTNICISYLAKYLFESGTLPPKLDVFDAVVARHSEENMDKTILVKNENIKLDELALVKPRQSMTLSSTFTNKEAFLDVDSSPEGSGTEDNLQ
# OX1R antag: OX1R (HCRTR1) antagonists, primary screen, fluorescence, CHO/OX1R cells, Fluo-8 calcium, orexin A; Orexin/Hypocretin receptor type 1 (Homo sapiens), O43613; Fluo-8 calcium fluorescence; inhibition, % at 5 µM; actives 0.43% (n = 330,000);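 active = inhibition above its plate's threshold, mean inhibition of all tested compounds on the plate plus 3 SD, cut at about 37% in these data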;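 note: 0% = orexin A challenge wells and 100% = SB-334867-A antagonist wells; not every result past the cut was called active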
# Target sequence (O43613 whole entry, looked up): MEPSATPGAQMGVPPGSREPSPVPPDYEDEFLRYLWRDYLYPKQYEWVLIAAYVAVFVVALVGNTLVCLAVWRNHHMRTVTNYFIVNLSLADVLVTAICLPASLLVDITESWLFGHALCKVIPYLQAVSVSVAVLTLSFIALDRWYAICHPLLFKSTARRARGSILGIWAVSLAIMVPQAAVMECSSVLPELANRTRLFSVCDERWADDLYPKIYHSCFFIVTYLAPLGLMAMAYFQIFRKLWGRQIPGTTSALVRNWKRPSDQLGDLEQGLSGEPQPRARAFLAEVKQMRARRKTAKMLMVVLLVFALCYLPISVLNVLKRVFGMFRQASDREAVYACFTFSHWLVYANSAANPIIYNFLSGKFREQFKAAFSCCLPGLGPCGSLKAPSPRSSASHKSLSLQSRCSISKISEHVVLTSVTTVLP
# The depositor's hits bear a star; i = inactive; . = no result given; & = joins results of further samples. Compounds were not picked by outcome; overall some 0.8% were active at least once.
# The first 3 records, to show the layout:
SMILES,CHT PAM,OX1R antag
Cc1ccc2c(c1)c(Sc1ccccc1)c(CC(=O)O)n2C,i,0.1
CCn1c(CSc2nc3ccccc3s2)nnc1SCC(=O)c1ccc(Cl)cc1,i,-21.1
Cc1cc(C)c(C#N)c(SCC(=O)Nc2nnc(-c3ccccc3)s2)n1,i,-23.6

# The listing, repeating the preview:
SMILES,CHT PAM,OX1R antag
Cc1ccc2c(c1)c(Sc1ccccc1)c(CC(=O)O)n2C,i,0.1
CCn1c(CSc2nc3ccccc3s2)nnc1SCC(=O)c1ccc(Cl)cc1,i,-21.1
Cc1cc(C)c(C#N)c(SCC(=O)Nc2nnc(-c3ccccc3)s2)n1,i,-23.6
O=S(=O)(c1ccc(N2CCOCC2)nc1)N1CCOCC1,i,-5.8
Cc1nc(NC(=S)NC(=O)c2ccccc2)sc1C(=O)N(C)C,i,-21.1
CCC(NC(=S)NC1CCCCC1)c1ccc(C(C)C)cc1 (stereo not given),i,.
COC(=O)C1CSC(C)(C)C(=O)N1 (stereo not given),i,-3.7
COc1ccc(CCNc2ncnc3c2oc2ccccc23)cc1OC,i,59.9*
O=C(CCn1c(=O)oc2ccccc21)NCCCN1CCN(c2ccc(F)cc2)CC1,i,-35.7
COc1cc(OC)c(OC)cc1CN1CCN(c2ccc(F)cc2)CC1,i,-31.9
CC(C)c1ccc(NCCC(=O)c2cccs2)cc1,i,-4.3
Cc1nc([N+](=O)[O-])c(C(=O)OCc2ccc(C#N)cc2)n1C,i,-16.7
CCOc1ccc(NS(=O)(=O)c2ccc(C(=O)NCC(c3ccccc3OC)N3CCCC3)cc2)cc1 (stereo not given),i,-27.7
CCCCCC1CC1C(=O)N/N=C/c1ccc(N(C)C)cc1 (stereo not given),i,-8.2
O=C1/C(=C/c2ccc(F)cc2)SC(=S)N1Nc1ncc(C(F)(F)F)cc1Cl,i,-20.3
O=C(C1CCN(S(=O)(=O)c2ccccc2)CC1)N1CCN(c2ccccc2F)CC1,.,-11.5
O=C(Nc1ccc(OCc2ccccc2)cc1)Nc1ccccc1C(=O)NCCCN1CCOCC1,i,-13.9
O=C(CSc1nc(-c2ccc(F)cc2)cc(C(F)(F)F)n1)NCc1ccco1,i,-22.9
CN(C)CCCSc1nc(-c2ccccc2)nc2c1CCC2,i,-22.1
COC(=O)NC(=S)Nc1ccc(Oc2ccc(Cl)cc2)c(Cl)c1,i,-32.4
CCOC(=O)/C=C1\SCC(=O)N1CC(=O)NCCOC,i,-0.8
O=C(O)CCCC(=O)N1CC(=O)Nc2ccccc21,i,-20.8
COc1ccc(NC(=O)N2CCN(C(=O)C(Cc3ccc(F)cc3)NC(C)=O)CC2)cc1 (stereo not given),i,-0.7
CN1CCN(CCC(=O)N/N=C/c2cc([N+](=O)[O-])ccc2O)CC1,i,-0.7
CC1CCCN(S(=O)(=O)c2cc(C(=O)NCc3ccco3)ccc2Cl)C1 (stereo not given),.,-14.6
Cc1ccc(C)c(S(=O)(=O)N2CCN(CC(=O)NC(C)c3ccccc3)CC2)c1 (stereo not given),.,-3.0
COc1cccc2c1C(=O)CC2NC(=O)C(F)(F)F (stereo not given),i,-2.9
CC(C)Nc1nc2nonc2nc1Nc1ccccc1,i,-10.2
CCOc1ccc2ccccc2c1/C=N/NC(=O)c1cc(C)[nH]n1,i,-15.7
NS(=O)(=O)c1ccc(CNc2ncnc3sccc23)cc1,i,-1.4
CCCC1C(=O)N(c2ccccc2)C1c1ccccc1 (stereo not given),i,-6.4
CCOc1cc(/C=C2\N=C(SC)SC2=O)cc([N+](=O)[O-])c1OC(C)=O,i,-11.4
Cc1cccc(C(=O)Nc2cccc(C(=O)NC3CCCC3)c2)c1,i,-25.2
O=C(CCC(=O)N(CC(=O)NC1CCCCC1)c1ccc2c(c1)OCO2)Nc1ccccn1,i,-16.9
CCC(C)Sc1cccc(-c2nc3cnccn3c2NC2CCCCC2)c1 (stereo not given),.,-25.6
CSCCC1NC(=O)N(CC(=O)Nc2cccc(S(=O)(=O)N3CCCCCC3)c2)C1=O (stereo not given),.,-27.5
CCOc1cccc2cc(C(=O)NCc3ccc(C)cc3)c(=N)oc12,i,-1.7
COCCNC(=O)CCSCc1ccccc1F,i,-11.4
CCOc1ccc(OCC)c(C2C(C#N)=C(N)N(c3cccnc3)C3=C2C(=O)CC(C)(C)C3)c1 (stereo not given),i,-13.0
CCOc1ccc(C(=O)NCC(=O)OC2CCOC2=O)cc1OCC (stereo not given),i,1.1

# Structural class: those above with a thiophene ring, fused or not (two)
SMILES,CHT PAM,OX1R antag
CC(C)c1ccc(NCCC(=O)c2cccs2)cc1,i,-4.3
NS(=O)(=O)c1ccc(CNc2ncnc3sccc23)cc1,i,-1.4

# More records:
SMILES,CHT PAM,OX1R antag
COC(=O)[C@]1(C)CCC[C@@]2(C)C3CC[C@@]4(C)C[C@]3(CCC21)CC4=NO (stereo not given in full),.,-16.6
O=C(CN1CCCCC1)NC(=O)NCc1ccccc1,i,0.6
C/C(=N\NC(=O)CNc1cccc2ccccc12)c1ccc(Br)s1,i,-10.8
Cc1ccc(-n2c(-c3c(-c4ccccc4)noc3C)n[nH]c2=S)cc1,i,-17.2
Cc1cccc(/C=C2\CCC(C3CCCC3)C2=O)c1 (stereo not given),i,-4.8
CC(OC(=O)c1cc2sccc2n1C)C(=O)NCc1cccs1 (stereo not given),i,-31.2
Cc1cc(-c2ccc(Cl)cc2)n2nc(N)nc2n1,i,-34.2
CN(CCCOc1ccccc1Br)Cc1ccccc1,i,-21.6
Fc1ccc(C2=Nn3c(nnc3-c3ccco3)SC2)cc1,i,-18.1
Cc1cccc(C(=O)NC(=S)N2CCN(C(=S)NC(=O)c3cccc(C)c3)CC2)c1,i,-17.1
Cc1cccc(N2CCN(C(=O)COc3cccc4c3OC(C)(C)C4)CC2)c1C,i,-28.9
COc1ccc(NC2CCCN(C(=O)CCCn3cncn3)C2)cc1 (stereo not given),i,8.7
CCOC(=O)/C(=C/c1c2ccccc2cc2ccccc12)NC(=O)c1ccccc1,i,22.4
CCC1Nc2ncnc(N3CCN(c4ccccc4)CC3)c2N(Cc2ccc(Cl)cc2)C1=O (stereo not given),i,-37.3
CC1(C)Oc2cc3oc(-c4cc(O)cc(O)c4)cc3cc2CC1O (stereo not given),i,-8.0
COc1ccc(CCNS(=O)(=O)c2ccc(C(=O)NCc3ccco3)cc2)cc1OC,i,-5.3
C/C(=N\n1c(C)nc2ccccc2c1=O)c1ccc(N)cc1,i,-12.7
CCCNc1nc2ccccc2c(=O)[nH]1,i,1.2
CCN(CC)CCCNC(=O)CN1N=C(c2ccc(OC)cc2)CCC1=O,i,-7.9
CC1(C(=O)Nc2nnc(C(C)(C)C)s2)Cc2ccccc2C(=O)O1 (stereo not given),i,-7.8
Cc1ccc2nc(Nc3ccccc3)c(/C=N/O)c(=O)n2c1,i,0.1
COc1cccc(NC(=O)NC2CCCc3ccccc32)c1 (stereo not given),i,-33.2
O=C(CCNC(=O)c1ccc(Br)cc1)Nc1ccccc1N1CCCC1,i,-36.9
CC1(C)Cc2ccccc2C(c2cc3ccccc3oc2=O)=N1,i,-18.0
Cc1cc(NC(=O)NC(=O)c2ccccc2)no1,i,-2.8
CN(C)CC(C)(C)CNS(=O)(=O)c1ccc(Cl)c(Cl)c1,i,-23.1&-22.4
Cn1nc(C(=O)Nc2cccc(C(F)(F)F)c2)c2ccccc2c1=O,i,-52.5
COc1ccc(NC(=O)Nc2c(C)n(-c3ccccc3)c(=O)n2C)cc1OC,i,-9.8
CCCS(=O)(=O)c1nc(S(=O)(=O)c2ccc(C)cc2)c(N2CCC(C(N)=O)CC2)s1,i,-16.1
CCCC1=C(C(=O)OCC)C(c2ccc(OC)c(C)c2OC)C(C#N)=C(N)O1 (stereo not given),i,-34.6
COc1ccc(C)cc1NC(=O)C1CCN(S(C)(=O)=O)CC1,i,-15.8
CC1CCCC(NC(=O)COC(=O)c2c[nH]c(=O)[nH]c2=O)C1C (stereo not given),i,-3.6
Cc1ccc(S(=O)(=O)N2CCN(CCOc3cccc(C)c3)CC2)cc1,.,-15.3
O=C(NC1CCCCCC1)c1ccc(-n2cnnc2)cc1,i,-8.3
CC(C)(C)C(=O)NNC(=O)c1ccc(Oc2cc(Cl)cc(Cl)c2)o1,i,-21.3
Cc1cccc(C(=O)N2CCC(n3nnc4cc(F)ccc43)CC2)c1,i,-19.1
CC(=O)c1c(C)nc(-c2ccc(Cl)cc2)nc1NC(=O)C(C)C,i,-3.7
Cc1cc(C)c2sc(NC(=O)C3CC3)nc2c1,i,-31.4
CC(C)c1ccc(-c2cc(C(=O)N3N=C(C(F)F)CC3(O)C(F)F)c3ccccc3n2)cc1 (stereo not given),i,-6.2
COC(=O)CN1C(=O)NC2(CCCc3ccccc32)C1=O (stereo not given),i,-27.0
O=c1oc2cc(OCCO)ccc2c2c1CCCC2,i,-18.8
O=C(Cn1cnc2ccccc2c1=O)Nc1cccc(-c2nnc3n2CCCCC3)c1,i,-11.8
O=C(C1CCC(=O)N1Cc1ccccc1Cl)N1CCN(c2ccc(F)cc2)CC1 (stereo not given),i,-25.9
CC(C)(C)OC(=O)N1CCC(c2cc(=O)n3[nH]cc(C(=O)Nc4ccc(F)c(Cl)c4)c3n2)CC1,i,4.9
COC(=O)c1cc2ccsc2n1CC(=O)N(C)C1CCCCC1,i,-34.3
COc1cc2ccccc2cc1C(=O)NCc1ccncc1,i,-18.7
O=c1[nH]c(=O)n(-c2ccccc2)c2c1C(C(F)(F)F)(C(F)(F)F)N=C(CCC1CCCCC1)N2,i,-12.5
CCCS(=O)(=O)N1CCC(C(=O)NCc2ccc3c(c2)OCO3)CC1,i,-29.8
NC(=O)N/N=C/c1c(F)c(F)c(F)c(F)c1F,i,-4.3
COc1cccc(C(=O)NCC(c2cccnc2)N2CCN(c3ccccc3OC)CC2)c1 (stereo not given),i,-42.5

# New compounds follow
SMILES,CHT PAM,OX1R antag
CCOc1ccc(S(=O)(=O)NCc2ccc3c(c2)OCO3)cc1,i,-10.3
Cc1cc(C(=O)CN2C(=O)C(=O)N(Cc3ccccc3)C2=O)c(C)n1CC1COc2ccccc2O1 (stereo not given),i,-8.1
COc1cccc(NC(=O)CSc2ccc(-c3ccco3)nn2)c1,i,-25.0
COc1ccc(CCNC(=O)CSc2ncc(C(=O)Nc3ccccc3)c(=O)n2C)cc1,i,-13.3
CCOc1ncccc1C(=O)NCc1cccc(OC)c1,i,-6.2
Cn1nc(C(=O)NCCc2ccc(Cl)cc2)c2c1-c1ccccc1S(=O)(=O)C2,i,-17.5
NC(=O)Nn1c(CCC(=O)O)ccc1-c1ccc(Br)cc1,i,2.3
Cc1cccc(-n2nnnc2-c2cnccc2C(F)(F)F)c1C,i,-11.8
Cc1ccc(NC(=O)c2cc(N(C)C)ccc2[P+](=O)O)cc1,i,-20.4
CCOc1ccc(N(CC(=O)NCc2ccccc2Cl)S(=O)(=O)c2c(C)[nH]c(=O)[nH]c2=O)cc1,i,-7.5
CCN(CC)S(=O)(=O)c1cc(C(=O)Nc2cc(C)on2)ccc1Cl,i,-26.8
Nc1nc2ccc(Cl)cc2c2nc(-c3ccco3)nn12,i,-7.3
O=S(=O)(c1ccc2c(c1)OCCO2)N1CCC(c2nc3ccc(Cl)cc3[nH]2)CC1,i,16.4
Cc1cc(-c2ccccc2)c(C#N)c(SCC(N)=O)n1,i,2.8
Nc1nc2ccccc2n1/N=C/c1ccc2c(c1)OCO2,i,-19.2
COc1ccc(-c2nc3ccc(C(=O)NCCCN4CCOCC4)cc3nc2-c2ccc(OC)cc2)cc1,i,-0.6
C[C@H](CO)N1C[C@H](C)[C@@H](CN(C)Cc2ccc(Cl)c(Cl)c2)Oc2c(NC(=O)Cc3ccccc3)cccc2C1=O,.,56.5*
COc1cc(C=NNC(=O)c2ccccc2-n2cccc2)ccc1O,.,-20.0
CCC(OC(=O)c1nsc(Cl)c1Cl)C(=O)NCCOC (stereo not given),i,-11.2
CCc1sc(-c2ccccc2)nc1C(=O)OC,i,-8.6

# Of the compounds above, these have a COOH group.
SMILES,CHT PAM,OX1R antag
Cc1ccc2c(c1)c(Sc1ccccc1)c(CC(=O)O)n2C,i,0.1
O=C(O)CCCC(=O)N1CC(=O)Nc2ccccc21,i,-20.8
NC(=O)Nn1c(CCC(=O)O)ccc1-c1ccc(Br)cc1,i,2.3

# Additional results follow:
SMILES,CHT PAM,OX1R antag
CN1CCN(C(=O)c2ccc(CS(=O)(=O)c3c(Cl)cccc3Cl)o2)CC1,i,-27.7
CC1=NN(C(=O)CSCc2ccccc2)C(O)(c2ccc(F)cc2)C1 (stereo not given),i,-16.5
O=C(CCS(=O)(=O)Cc1ccccc1)NCc1ccco1,i,15.6
Cn1cnnc1SCc1ccccc1[N+](=O)[O-],i,-5.3
O=c1cc(CO)oc2ccccc12,.,-10.6
CC(C)CNC(=O)c1cc([N+](=O)[O-])ccc1N1CCOCC1,i,-12.5
CC(=O)N1CCN(C(=O)c2cccc(S(=O)(=O)N3CCN(c4ccc(F)cc4)CC3)c2)CC1,i,-17.9
COc1ccc(S(=O)(=O)N2CCOCC2)cc1OC,i,-8.7
COc1ccccc1C(=O)NCCC(=O)N1CCN(c2ccccc2O)CC1,i,-24.7
CCOc1ccc2nc3sc(C(=O)N4CCN(C)CC4)c(N)c3cc2c1,i,-25.1
COc1cc(-c2nnc(COC(=O)C3c4ccccc4Oc4ccccc43)o2)cc(OC)c1OC,i,-12.0
CCCS(=O)(=O)c1ncc(Cl)c(C(=O)Nc2ccc(S(=O)(=O)Nc3ncccn3)cc2)n1,i,-10.9
CCOC(=O)C1=C(C)N=C2SCCC(=O)N2[C@@H]1c1cccs1,i,-31.6
O=C(NCCCNC(=O)c1ccco1)c1ccco1,i,-5.2
CN(C)S(=O)(=O)c1ccc(NS(=O)(=O)/C=C/c2ccccc2)cc1,i,-20.5
CSC1=NC(C)(C)C=C(/C=C/c2c(Cl)cccc2Cl)N1,i,-28.1
